# Cneo AK release = Cryptococcus neoformans lysis via adenylate kinase release; AID 651654; 360,000 tested, 0.2% active; C. neoformans lysis, adenylate kinase release luminescence, 4 h; normalised: neutral wells 0, clomiphene wells 100; lysis activity, % at 15 µM;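 active = mean lysis activity across replicates of at least 80%, whatever share of replicates individually reach that level; inactive = mean lysis activity below 80%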
#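 Assay system: log-phase C. neoformans yeast / Quantity: yeast cell density of 5 × 10^6 cells/mL / Medium: fresh YPD growth medium / Compound: single dose / Timing: static 4 h at 37 °C with compound, 1 h detection / Measured by: adenylate kinase release luminescence / Read-out: lysis from increased AK signal / Benchmarks: Clomiphene as positive lysis control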
# ERp5 inh = blocks human ERp5 reductase activity on insulin. ERp5 insulin aggregation, absorbance 650 nm, 90 min. inhibition, % at 9.99 µM. 350,000 tested, 0.05% active. AID 651711;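 active = mean replicate inhibition above about 25%, with every replicate also reaching it, limit read from the data, passing the limit was not always enough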
# Target sequence (Q15084 whole entry, looked up): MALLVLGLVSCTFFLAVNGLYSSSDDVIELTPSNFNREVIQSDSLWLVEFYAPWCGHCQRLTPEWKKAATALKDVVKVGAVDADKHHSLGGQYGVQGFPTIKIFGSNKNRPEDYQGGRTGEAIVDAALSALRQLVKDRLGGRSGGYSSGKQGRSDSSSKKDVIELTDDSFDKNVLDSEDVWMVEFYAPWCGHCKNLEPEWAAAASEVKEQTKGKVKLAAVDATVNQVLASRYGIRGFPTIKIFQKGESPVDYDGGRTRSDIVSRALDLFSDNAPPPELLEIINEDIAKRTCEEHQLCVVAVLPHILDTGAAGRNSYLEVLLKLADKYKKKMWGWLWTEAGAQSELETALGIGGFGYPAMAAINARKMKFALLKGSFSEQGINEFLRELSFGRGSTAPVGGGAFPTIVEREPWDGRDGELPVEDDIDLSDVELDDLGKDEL
# esBAF inh = SWI/SNF esBAF complex inhibition; mouse ES cells, Bmi1-luciferase knock-in reporter, 24 h; 100% = twice the neutral-well signal; reporter increase, % at 12.5 µM; 350,000 tested, 2% active; in the data active = activation above about 40%;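 also: 0% = median of the plate's neutral control wells and 100% = double that signal; a rise in the Bmi1 reporter signal indicates esBAF inhibition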
# ARNT-TACC3 inh = disrupts binding between human ARNT and TACC3. AlphaScreen His-ARNT PAS-B/GST-TACC3 binding, luminescence; TACC3 fragment carries E629A point mutation. inhibition, % at 9.99 µM. 390,000 tested, 0.66% active. AID 623870. Q9Y6A5;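 active = mean inhibition of replicates at least 50% and at least half of replicates each reaching 50%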;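 also: 0% = complete ARNT plus TACC3 wells and 100% = ARNT alone without TACC3; many hits fall short of the cut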
# SIRT5 block = blocks human SIRT5 desuccinylation of peptide | 330,000 tested, 1.1% active | inhibition, % at 15 µM | Q9NXA8 | Purified SirT5, succinyl-peptide AMC, trypsin-coupled fluorescence; in the data active = inhibition above about 15%
# Target sequence (Q9NXA8 whole entry, looked up): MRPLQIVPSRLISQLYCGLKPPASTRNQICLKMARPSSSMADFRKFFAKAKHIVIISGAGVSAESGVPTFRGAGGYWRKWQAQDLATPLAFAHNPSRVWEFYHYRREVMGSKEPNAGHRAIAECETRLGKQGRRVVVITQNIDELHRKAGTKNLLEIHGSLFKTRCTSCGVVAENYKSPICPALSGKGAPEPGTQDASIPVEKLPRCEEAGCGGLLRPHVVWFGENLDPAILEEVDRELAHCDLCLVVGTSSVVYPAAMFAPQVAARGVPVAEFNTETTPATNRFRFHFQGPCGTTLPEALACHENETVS
# C2C12 statin = suppression of simvastatin myotoxicity | AID 602340 | 330,000 tested, 0.78% active | C2C12 myotubes + simvastatin, ATP luminescence, 48 h; scaled: DMSO 0, geranylgeraniol control 100 | rescue of ATP level, % at 7.49 µM;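 active = mean ATP rescue above about 67%, or every replicate alone reaching that limit, limit read from the data, passing the limit was not always enough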;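 also: myotubes were challenged with 10 µM simvastatin during compound exposure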
# miR-122 sensor = inhibitors of miR-122 in Huh7 cells; Huh7 miR-122 Renilla luciferase sensor, 48 h; neutral wells = 0, positive control = 100; activation (reporter increase), % at 12.5 µM; 340,000 tested, 0.3% active;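 active = mean replicate activation score at least 90 and every replicate individually at or above 90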;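 also: higher luciferase means less miR-122 activity so hits act as miR-122 inhibitors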
# The depositor's hits bear a star; · = no result given; & = joins results of further samples; [ ] = remark or other dose.
SMILES,Cneo AK release,ERp5 inh,esBAF inh,ARNT-TACC3 inh,SIRT5 block,C2C12 statin,miR-122 sensor
C[C@H]1CN([C@@H](C)CO)C(=O)Cc2cc(NC(=O)C3CCCCC3)ccc2O[C@H]1CN(C)Cc1ccc(C(=O)Nc2ccccc2N)cc1,3,-5,-21,·,1,-10,15[16.7 µM]
C/C(=N\NC(=O)c1ccc(F)cc1)c1ccc(NC(=O)Cc2ccccc2)cc1,0,2,26,-7,-1,0,-4
Cc1ccc2cc(C)c3nnc(SCC(=O)NCc4ccco4)n3c2c1,3,-3,7,-8,-1,15,·
O=C1c2ccccc2CN1CCSC(=S)N1CCOCC1,1,7,·,-1,-1,·,-6
C(=N\NC1=Nc2cccc3cccc1c23)/c1cccnc1,·,-6,·,14,-4,·,·
CCOC(=O)c1nnn(-c2nonc2N)c1CSc1nnc(N)s1,·,4,-3,2,-4,-8,-6
COc1ccc(OC)c(C=NN=Cc2cc(OC)ccc2OC)c1,1,-1,-6,·,0,9,22
CCC(C)[C@H](N)c1nnc(SCC(=O)Nc2cccc(Cl)c2)o1 (stereo partly specified),-4,·,-6,1,·,·,25
CCCCn1c(N)c(N(CCOC)C(=O)CCC2CCCCC2)c(=O)[nH]c1=O,1,2,-7,5,2,-6,-8
CC(OC(=O)c1cccc(S(=O)(=O)N2CCCCC2)c1)C(=O)NC1CCCCC1C (stereo unspecified),-1,-19,-1,-4,-15,-3,·
O=C(O)CC/C(=N/NC(=O)c1cn(-c2ccccc2)nc1-c1ccccc1)C(=O)O,-1,-1,8,-45,0,2,2
CCC(c1nc2ccccc2c(=O)n1CCCn1ccnc1)N1C(=O)c2ccccc2C1=O (stereo unspecified),0,·,-7,6,·,-2,3
Cc1ccc(NC(=O)CSc2nc3c(c(=O)[nH]2)CCC3)cc1C,1,5,18,-31,0,65,0
COc1ccccc1CNC(=O)Cn1c(=O)c2cccn2c2cccnc21,1,3,2,23,-3,-3,-4
O=C1CC(=Nc2ccc([N+](=O)[O-])cc2)NN1c1c(Cl)cc(Cl)cc1Cl,0,-12,-14,·,17*,4,9
CCOC(=O)C1(Cc2ccccc2)CCN(Cc2ccc(C)s2)CC1,·,2,·,4,-4,·,-1
O=C(CN1C(=O)C2CCCCN2C(=O)c2ccccc21)N1CCCc2ccccc21 (stereo unspecified),6,·,1,-1,·,0,-2
CCOc1ccc(-c2nc(N)ncc2Oc2ccc(OC)cc2)c(O)c1,-7,2,-7,5,-1,17,3
Cc1ccc(S(=O)(=O)NCC(=O)N2CCCCC2)cc1,1,-5,-5,-4,5,-4,5
CCO[C@@H]1OC(C(=O)N2CCN(C)CC2)=C[C@H](c2ccc(C(F)(F)F)cc2)[C@H]1CCCO,-6&-3,2&3,-2,-6&10,0&-8,3,-3
COc1ccc(C)cc1NC(=O)c1ccc(N(C)S(C)(=O)=O)cc1,1,12,2,-4,-2,-26,1
CN(CCc1ccccn1)C(=O)c1nn2c(C(F)(F)F)cc(-c3ccco3)nc2c1Cl,12,·,3,3,·,-8,0
CCOC(=O)c1c(SC)n(-c2ccccc2)c(=S)n(-c2ccccc2)c1=O,0,3,3,-5,-5,-9,4
COCC(=O)Nc1ccc2c(c1)C(=O)N(C)C[C@@H](OC)[C@H](C)CN(Cc1cccc(F)c1)[C@@H](C)CO2,0,1,1,-6,-1,-2,·
O=C(O)Cn1cc(/C=N/Nc2ccc([N+](=O)[O-])cn2)c2ccccc21,-1,3,5,16,7,4,-10
COc1ccccc1C(=O)NC(=O)Cn1nc(C)c([N+](=O)[O-])c1C,·,0,·,-7,-2,·,-5
Cc1ccc(Cn2c(C)c(C(=O)NCC(C)C)sc2=O)cc1,0,-6,-6,·,·,13,·
COc1ccc(NC(=O)C2CC(=O)N(c3cccc(C)c3C)C2)cc1 (stereo unspecified),1,·,6,-2,·,2,-2
CCc1ccc(C2CC(c3ccc(F)cc3)Nc3nc(N)nn32)cc1 (stereo unspecified),2,0,1,0,·,-3,-2
CC(C)CC#Cc1cnc2c(c1)C(=O)N([C@@H](C)CO)C[C@@H](C)[C@H](CN(C)S(=O)(=O)c1ccccc1)O2,1,-2,5,3,2,29,-4[16.7 µM]
O=C(NC1CCC1)[C@H]1[C@H](CO)[C@H]2Cn3c(ccc(-c4ccccc4)c3=O)[C@H]2N1Cc1ccccn1,-3,2,-2,5,-5,9,0[16.7 µM]
O=C(c1ccccc1)N1N=C(c2ccccc2O)CC1c1ccc(Br)cc1 (stereo unspecified),-1,4,-8,-4,-2,5,-3
CCCNC(=O)N(C)C[C@@H]1Oc2ncc(C#CC3(O)CCCC3)cc2C(=O)N([C@@H](C)CO)C[C@@H]1C,5,2,0,-1,-4,0,14[16.7 µM]
CCOc1ccc(NC(=O)C2CCN(S(=O)(=O)c3ccc4c(c3)NC(=O)C(C)S4)CC2)cc1 (stereo unspecified),·,2,-5,0,-2,5,-10
CCCCN(C1CCS(=O)(=O)C1)S(=O)(=O)c1ccc(C(C)C)cc1 (stereo unspecified),0,1,3,-5,1,-5,·
O=C(C[C@H]1CC[C@H](NS(=O)(=O)c2ccccc2)[C@H](CO)O1)NCc1ccncn1,-3,15,-3,-6,7,5,·
O=C(Cc1ccc(Cl)cc1)NCCN1CCCC1,4,·,4,·,·,·,2
O=C(NC1CC1)C1CCN(c2ccc(S(=O)(=O)N3CCOCC3)cc2)CC1,8,1,-10,-4,-1,·,43
COc1ccc(S(=O)(=O)N(Cc2ccccc2)c2ccccc2C(=O)N2CCOCC2)cc1,4,1,-1,-3,-2,-27,14
O=C(C1CCN(c2ncnc3c2nc2n3CCCCC2)CC1)N1CCN(c2ccc(F)cc2)CC1,5,5,0,12,-3,-7,-4

# Compounds from the list above that have a nitro group on carbon:
SMILES,Cneo AK release,ERp5 inh,esBAF inh,ARNT-TACC3 inh,SIRT5 block,C2C12 statin,miR-122 sensor
O=C1CC(=Nc2ccc([N+](=O)[O-])cc2)NN1c1c(Cl)cc(Cl)cc1Cl,0,-12,-14,·,17*,4,9
O=C(O)Cn1cc(/C=N/Nc2ccc([N+](=O)[O-])cn2)c2ccccc21,-1,3,5,16,7,4,-10
COc1ccccc1C(=O)NC(=O)Cn1nc(C)c([N+](=O)[O-])c1C,·,0,·,-7,-2,·,-5

# Continued.
SMILES,Cneo AK release,ERp5 inh,esBAF inh,ARNT-TACC3 inh,SIRT5 block,C2C12 statin,miR-122 sensor
COc1cccc(NC(=O)CSc2nc3c(oc4ccccc43)c(=O)[nH]2)c1,1,·,·,2,·,·,-1
CC(C)(C)C(=O)NC1=NCCS1,-6,·,5,-1,·,41,-3
Nc1ccc(-c2nc3ccc(C(=O)O)cc3s2)cc1,·,-2,·,-2,-138,·,·
CCCc1cc(=O)[nH]c(N/N=C/C=C\c2ccccc2)n1,-2,1,-4,·,8,-8,-3
O=C(COc1ncnc2ccccc12)NCc1ccco1,1,-8,-2,12,·,-5,-2
COc1ccccc1NC(=O)C(=O)Nc1ccccn1,-2,-4,35,3,-1,-17,0
C/C(=N\NC(=O)c1cc(-c2ccc(C)s2)[nH]n1)c1ccncc1,-1,1,9,·,-6,-11,·
CC12CCC(=O)N1C(C(=O)Nc1ccc(F)c(Cl)c1)CS2 (stereo unspecified),·,-5,·,1,1,·,·
Oc1cccnc1CN1CCOCC1,0,-7,4,33,-2,-8,3
CC1(c2ccccc2)NC(=O)N(CC(=O)Nc2ccccc2N2CCCCC2)C1=O (stereo unspecified),1,15,·,0,1,2,-1
O=C(CCC1CCCC1)NCCCN1CCOCC1,1,·,5,-3,·,·,2
CC(C)NC(=O)N(C)C[C@H]1Oc2c(NC(=O)Nc3ccc(F)cc3)cccc2C(=O)N([C@H](C)CO)C[C@@H]1C,6,7,0,-3,1,-8,9[16.7 µM]
CC(C(=O)c1ccc(-c2ccccc2)cc1)[n+]1cccc(NC(=O)c2ccccc2)c1 (stereo unspecified),2,1,·,13,-1,·,-4
N#C[C@H]1[C@@H](c2ccc(C3=CCCCC3)cc2)[C@H](CO)N1C(=O)c1ccccn1,0,1,-1,4,-1,-50,·
CCOC(=O)Cc1nnc(NC(=O)C(CC)Sc2nncn2C)s1 (stereo unspecified),-1,-1,-10,-2,0,3,-1
CC(=O)Nc1ccc(N(C(=O)CNC(=O)c2ccco2)C(C(=O)NCc2ccco2)c2ccccc2F)cc1 (stereo unspecified),·,4,·,-9,-5,·,·
C[C@H](CO)N1C[C@H](C)[C@@H](CN(C)C(=O)Nc2cccc3ccccc23)Oc2c(NC(=O)c3nc4ccccc4s3)cccc2C1=O,-1,-2,3,13,0,-2,-4[16.7 µM]
CC(C)NC(=O)Nc1ccc2c(c1)C(=O)N([C@@H](C)CO)C[C@@H](C)[C@@H](CN(C)Cc1ccc3c(c1)OCO3)OCCCC[C@@H](C)O2,1,0,-6,1,2,·,4[16.7 µM]
CC(=O)N(C(C)=O)C1=C(C#N)C2(CCCCC2)Cc2ccccc21,-1,·,-11,-7,·,5,3
Cc1ccc(C)c(N2C(=O)CN=C2Nc2ccccc2Cl)c1,1,·,2,-4,·,-2,-3

# Compounds above with a furan ring, fused or not:
SMILES,Cneo AK release,ERp5 inh,esBAF inh,ARNT-TACC3 inh,SIRT5 block,C2C12 statin,miR-122 sensor
Cc1ccc2cc(C)c3nnc(SCC(=O)NCc4ccco4)n3c2c1,3,-3,7,-8,-1,15,·
CN(CCc1ccccn1)C(=O)c1nn2c(C(F)(F)F)cc(-c3ccco3)nc2c1Cl,12,·,3,3,·,-8,0
COc1cccc(NC(=O)CSc2nc3c(oc4ccccc43)c(=O)[nH]2)c1,1,·,·,2,·,·,-1
O=C(COc1ncnc2ccccc12)NCc1ccco1,1,-8,-2,12,·,-5,-2
CC(=O)Nc1ccc(N(C(=O)CNC(=O)c2ccco2)C(C(=O)NCc2ccco2)c2ccccc2F)cc1 (stereo unspecified),·,4,·,-9,-5,·,·

# The results go on:
SMILES,Cneo AK release,ERp5 inh,esBAF inh,ARNT-TACC3 inh,SIRT5 block,C2C12 statin,miR-122 sensor
CCOC(=O)c1ccc(N=C2C(=S)N(c3ccc(C(=O)OCC)cc3)C(=N)N2/N=C/c2ccccc2)cc1,-2,·,37,·,·,-11,5
Cc1onc(-c2c(F)cccc2Cl)c1C(=O)Nc1nnc(-c2ccccc2)s1,-2,·,-2,-3,·,-7,-3
C[C@@H]1CN([C@H](C)CO)C(=O)c2cc(Br)cnc2O[C@H]1CN(C)C(=O)c1ccccc1F,1,1,1,-6,0,17,-2[16.7 µM]
Nc1nc(N)nc(-c2ccccc2-c2nc(N)nc(N)n2)n1,1,6,-10,-7,2,0,·
COc1cc2nc(/C=C/c3ccc(N(C)C)cc3)sc2cc1SC,0,1,·,-12,-2,·,-11
Cc1ccc(NC(=O)CSc2ccccc2NC(=O)c2ccccc2Cl)cc1Cl,1,0,·,2,10,·,-7

# Screening data from PubChem BioAssay.
